TDP1 cell noCPT = qHTS for Inhibitors of human tyrosyl-DNA phosphodiesterase 1 (TDP1): qHTS in cells in absence of CPT; DT40 Tdp1-/- hTDP1 cells, no CPT, ATP luminescence, 48 h; Potency, µM (series often up to 46.2 µM), for the others: top-dose activity change, negative = growth inhibition, hits mostly inhibitors; hit rate 15% among 420,000; AID 686978, 2013; further: nearly all actives have a fitted effect of over 55% in size
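Chicken DT40 Tdp1-/- cells stably complemented with human TDP1 were seeded at 400 cells/well with DMSO in place of 20 nM camptothecin. After compound pinning, cells grew at least 48 hr at 37 °C; viability read by CellTiter-Glo luminescence.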
DT40 TDP1 CPT = growth inhibition of DT40 Tdp1-/-;hTDP1 cells with camptothecin (screen for TDP1 inhibitors). hit rate 12% among 420,000. chicken DT40 Tdp1-/-;hTDP1 cells + 20 nM CPT, ATP luminescence, 48 h. AID 686979. Potency, µM (doses to about 46.2 µM), for inactives: top-dose activity change, negative = growth inhibition, hits mostly inhibitors; further: nearly all actives have a fitted effect of over 55% in size
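Chicken DT40 Tdp1-/- cells stably complemented with human TDP1 were seeded at 400 cells/well in medium containing 20 nM camptothecin, exposed to pin-transferred compounds, and grown at 37 °C for at least 48 hr. Viability was read as ATP luminescence.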
KAT2A inh = GCN5L2 (KAT2A) acetyltransferase inhibition; hit rate 0.21% among 390,000; GCN5L2 HAT assay, ThioGlo1 CoA-SH fluorescence; Potency, µM (top dose mostly 58.9 µM), for the others: at the top dose activity change, negative = inhibition, most hits filed as inhibitors; Q92830
Target sequence (Q92830 whole entry, looked up): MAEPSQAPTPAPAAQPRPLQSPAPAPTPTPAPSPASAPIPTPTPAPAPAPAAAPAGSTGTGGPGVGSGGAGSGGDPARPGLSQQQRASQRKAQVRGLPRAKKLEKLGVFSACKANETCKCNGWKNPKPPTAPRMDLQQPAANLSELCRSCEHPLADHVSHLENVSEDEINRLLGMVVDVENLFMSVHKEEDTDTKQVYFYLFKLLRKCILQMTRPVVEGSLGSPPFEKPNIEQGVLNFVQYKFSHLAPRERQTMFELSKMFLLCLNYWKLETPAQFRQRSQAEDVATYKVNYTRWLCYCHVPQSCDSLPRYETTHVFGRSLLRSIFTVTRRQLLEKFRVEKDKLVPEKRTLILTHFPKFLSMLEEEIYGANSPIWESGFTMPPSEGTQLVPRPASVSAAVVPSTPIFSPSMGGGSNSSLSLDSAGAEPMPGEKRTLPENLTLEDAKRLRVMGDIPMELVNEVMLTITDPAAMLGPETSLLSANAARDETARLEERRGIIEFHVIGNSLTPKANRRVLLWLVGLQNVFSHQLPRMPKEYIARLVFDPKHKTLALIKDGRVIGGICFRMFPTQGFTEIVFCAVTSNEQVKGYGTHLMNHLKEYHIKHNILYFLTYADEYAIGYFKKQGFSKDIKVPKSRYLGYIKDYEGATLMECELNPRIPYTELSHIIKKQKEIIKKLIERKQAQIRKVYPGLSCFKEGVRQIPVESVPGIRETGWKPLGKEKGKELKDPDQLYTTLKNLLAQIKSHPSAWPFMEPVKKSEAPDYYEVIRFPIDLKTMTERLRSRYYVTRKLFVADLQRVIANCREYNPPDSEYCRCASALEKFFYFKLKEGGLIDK
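Enzyme at 20nM final was mixed with library compounds for 15 min at room temperature. Peptide H3(1-25) at 75uM, acetyl-CoA at 70uM and ThioGlo1 at 50uM were then added. Plates were read immediately and after 20 min (Ex340nm/Em540nm).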
* = called active by the depositor; u = inconclusive; x = not tested or not shown; & = joins results of further samples; [ ] = dose if it differs, or a comment. The call rests on the fitted dose curve; in most records, active means well fitted curve in the direction sought with a large enough effect; inconclusive means small, poorly fitted or top-dose-only effect, or another doubt; inactive means no such curve, though single readings can be large; an effect the other way counts as inactive or inconclusive. On the % scale 0 is the no-effect control and ±100 the full control effect; potency means the concentration at half of the fitted maximal effect. Not all compounds are listed (hit frequency here may not be typical).

Molecule | TDP1 cell noCPT | DT40 TDP1 CPT | KAT2A inh
CCOC(=O)c1cc2sc(C)cc2n1CC(=O)NCCc1ccccc1 | -28% | u | 0%
Cc1ccccc1CSc1nccn1-c1ccccc1 | u | -24% | -18%
O=C(NCCc1ccccc1)c1ccc2nc(N3CCCCC3)sc2c1 | u | -11% | 0%
Cc1ccc(N(CC(=O)NCCSc2nc3ccccc3s2)S(=O)(=O)c2ccccc2)c(C)c1 | 26µM* | u | -3%
O=c1ccsc2ccccc12 | 2% | 7% | x
CCCCC1(C)NC(=O)N(CC(=O)Nc2cc(S(=O)(=O)N3CCOCC3)ccc2Cl)C1=O (centres undefined) | -11% | -7% | -6%
CCc1ccc(NC(=O)c2cnn(-c3ccccc3)c2C2CCNCC2)cc1 | 17% | -12% | -5%
O=C(c1ccc(F)cc1)N1CCC(C(=O)N2CCN(Cc3ccc4c(c3)OCO4)CC2)CC1 | -2% | 2% | -2%
CC1(C)C(=O)Nc2ccccc2N1C(=O)COC(=O)CSc1ccc(F)cc1 | -2% | -27% | -7%
CCn1ncc(NC(=S)NCCc2ccc(OC)c(OC)c2)c1C(N)=O | -24% | 0% | 2%
CN1C(=O)NC(c2ccc(C(F)(F)F)cc2)C2=C1CC(C)(C)CC2=O (centres undefined) | -14% | -9% | 10%
Cn1cc(Br)c(C(=O)NN2C(=O)C3C4C=CC(C5CC45)C3C2=O)n1 (centres undefined) | 5% | 6% | -3%
COc1ccccc1-c1noc2c1C(=O)N(Cc1cn(Cc3ccccc3)nn1)CC2 | u | u | x
CCCC(=O)Nc1cc2nn(-c3ccccc3)nc2cc1C | -21% | -2% | -3%
COC(=O)c1cc2sc(C)cc2n1CC(=O)Nc1ccc(C)c(C)c1 | u | u | -9%
CCC(C)NC(=O)c1ccc(N2CC3CC(C2)c2cccc(=O)n2C3)c(NC(=O)c2ccc(Br)o2)c1 (centres undefined) | -30% | -28% | -7%
CC(CCc1ccccc1)NC(=O)C(Cc1ccccc1)NC(N)=O (centres undefined) | -11% | -17% | 1%
O=S1(=O)C=C[C@@H](CO)N1Cc1ccc(Br)cc1 | -12% | -13% | x
COC(=O)C1CCN(C(c2cccs2)c2sc3nc(C)nn3c2O)CC1 (centres undefined) | -26% | -15% | -11%
CCOC(=O)C1CCCN(S(=O)(=O)c2ccc3c(c2)CC(C)N3C(=O)C2CC2)C1 (centres undefined) | -19% | 18µM* | 0%
O=C1CC(NS(=O)(=O)c2cc(F)ccc2F)CN1c1cccc(F)c1 (centres undefined) | 5% | 13% | -6%
O=C(Oc1ccccc1)Oc1ccc2c(c1)oc(=O)c1ccccc12 | -12% | -24% | -2%
Cc1noc(C)c1COC(=O)/C=C/c1ccc(Cl)cc1 | 16µM* | u | -9%
O=C(NC1(C(F)(F)F)NC(=O)N(CCc2ccccc2)C1=O)c1ccccc1F (centres undefined) | -7% | -23% | -1%
COc1cnc(-c2ccccn2)nc1Oc1ccc(C(C)(C)C)cc1 | 4.6µM* | 3.7µM* | -1%
CC(C)c1ccc(C2/C(=C(/O)c3ccccc3)C(=O)C(=O)N2CCCN2CCOCC2)cc1 (centres undefined) | 10% | 6% | -4%
COc1ccc(CN2CCN(Cc3cccc(F)c3)CC2)cc1OC | -24% | -21% | -12%
O=c1c2ccccc2c(-c2ccc(Br)cc2)nn1Cc1ccccc1 | u | u | 3%
CCOCCCNC(=O)CSCc1nc(-c2ccc(SC)cc2)oc1C | u | u | -13%
O=c1c2cnn(-c3ccc(Cl)cc3)c2ncn1Cc1cccc(C(F)(F)F)c1 | u | -18% | -3%
COc1ccc(-c2cc(CNC(=O)CCl)on2)cc1 | u | u | -7%
CNC(=O)CSc1n[nH]c(-c2cc(Cl)ccc2OC)n1 | 3% | 25% | -10%
Cc1ccc(-c2noc(CSc3nnc(-c4ccncc4)n3-c3ccc(C)cc3)n2)cc1 | 16µM* | 21µM* | -5%
COc1cc(Br)cc(/C=N/NC(=O)Cc2ccc(C(F)(F)F)cc2[N+](=O)[O-])c1O | 2.6µM* | 1.8µM* | -4%
Cc1cc(C)nc(NS(=O)(=O)c2ccc(NC(=O)NC3CCCCC3)cc2)n1 | 2% | 6% | -4%
COc1ccc(N(CC(=O)Nc2ccc(Cl)cc2C)S(=O)(=O)c2ccccc2)c(OC)c1 | 18µM* | u | -5%
CC1CN(C(=O)CN(C)S(=O)(=O)c2ccc3ccccc3c2)CC(C)O1 (centres undefined) | 2% | -24% | -24%
COc1ccc(-n2nc(C(=O)NCC(=O)N3CCC(C(N)=O)CC3)c3ccccc3c2=O)cc1OC | -4% | -4% | 0%
CC(C)(C)n1nnnc1C(c1cccnc1)N1CCN(c2ccccc2F)CC1 (centres undefined) | 0% | 0% | -4%
COC(=O)c1cc(OC)c(OC)cc1NC(=O)CN1C(=O)c2ccccc2C1=O | -6% | 0% | -3%
O=C(NCCc1ccccc1)C(=O)NCC1CCCN1S(=O)(=O)c1ccccc1 (centres undefined) | 10µM* | 13µM* | -3%
CC(=O)NC12CC3CC(C1)CC(C(=O)Nc1cccc(S(=O)(=O)N4CCCCCC4)c1)(C3)C2 | u | u | x
CC(=O)OCc1c(-c2ccccc2)c2cc([N+](=O)[O-])ccc2n1C | 1.8µM* | 3.7µM* | -10%
C/C(N)=C(/C#N)C(=O)CSc1nc2ccccc2c(=O)n1-c1ccccc1C | u | u | -3%
COc1cccc2c(C)nc(Nc3nc(CSc4nnc(C)s4)cc(=O)[nH]3)nc12 | 18µM* | 23µM* | -2%

One compound at a time (already shown). Screens in order: TDP1 cell noCPT, DT40 TDP1 CPT, KAT2A inh
Results for Cc1cc(C)nc(NS(=O)(=O)c2ccc(NC(=O)NC3CCCCC3)cc2)n1 → 2%, 6%, -4%
Results for CNC(=O)CSc1n[nH]c(-c2cc(Cl)ccc2OC)n1 → 3%, 25%, -10%
Results for CC(=O)NC12CC3CC(C1)CC(C(=O)Nc1cccc(S(=O)(=O)N4CCCCCC4)c1)(C3)C2 → u, u, x
Results for COc1cccc2c(C)nc(Nc3nc(CSc4nnc(C)s4)cc(=O)[nH]3)nc12 → 18µM*, 23µM*, -2%

Look-ups from the results shown:
CC(=O)OCc1c(-c2ccccc2)c2cc([N+](=O)[O-])ccc2n1C @ DT40 TDP1 CPT = 3.7µM*
COc1cc(Br)cc(/C=N/NC(=O)Cc2ccc(C(F)(F)F)cc2[N+](=O)[O-])c1O @ TDP1 cell noCPT = 2.6µM*

New compounds follow
Molecule | TDP1 cell noCPT | DT40 TDP1 CPT | KAT2A inh
CCCCNC(=O)c1cc(S(=O)(=O)N2CCCCC2)oc1C | -6% | -24% | 3%
O=C(Oc1ccccc1)N1CCC2(CC1)CN(c1ccncc1)C2 | 10µM* | 13µM* | -2%
O=C(Nc1ccc(Cl)cc1F)C1CCCN(C2=NS(=O)(=O)c3ccccc32)C1 (centres undefined) | -23% | u | 1%
Cc1noc(C)c1COc1ccccc1C(=O)Nc1ccc(C(N)=O)cc1 | 3% | 24% | 0%
CC(C(=O)NCc1ccco1)n1cc(C(=O)c2ccco2)c2ccccc21 (centres undefined) | u | u | -4%
CC(=O)c1cccc(NC(=O)c2ccccc2OCc2ccc(F)cc2)c1 | -28% | -29% | -2%
CC(C(=O)NCc1ccc(F)cc1)c1ccc([N+](=O)[O-])cc1 (centres undefined) | -30% | -28% | u
Cc1cc2oc(C(=O)Nc3nonc3C)c(C)c2cc1C | u | -7% | 3%
COc1cccc(CN(C)C(=O)CCNC(=O)c2ccc(Br)cc2)c1 | -23% | -20% | -3%
COC(=O)C[C@H]1c2cc(C(F)(F)F)ccc2S(=O)(=O)N1C1CCCC1 | u | 23µM* | x
Cc1cccc(N2CCN(C(=O)c3cc4c(=O)oc5ccccc5c4s3)CC2C)c1 (centres undefined) | -36% | u | -2%
CCOc1cc(S(=O)(=O)NC2CC(C)(C)NC(C)(C)C2)ccc1F | -15% | -1% | 0%
CN1CCN(C(=O)c2ccccc2-c2nc(-c3ccc(Cl)cc3)no2)CC1 | u | u | -2%
CCOc1ccc(NC(=O)c2ccc(-c3ccccc3)s2)cc1 | 1% | 8% | -1%
COc1ccc(CCNC(=O)COC(=O)c2ccc(N3CCCC3=O)cc2)cc1OC | u | 8% | -2%

A draw from above in order of molecular weight, ascending.
Molecule | TDP1 cell noCPT | DT40 TDP1 CPT | KAT2A inh
COC(=O)C[C@H]1c2cc(C(F)(F)F)ccc2S(=O)(=O)N1C1CCCC1 | u | 23µM* | x
COc1cccc(CN(C)C(=O)CCNC(=O)c2ccc(Br)cc2)c1 | -23% | -20% | -3%
COc1ccc(CCNC(=O)COC(=O)c2ccc(N3CCCC3=O)cc2)cc1OC | u | 8% | -2%

More compounds follow.
Molecule | TDP1 cell noCPT | DT40 TDP1 CPT | KAT2A inh
CC(=O)NC1CC2CCCC(C1)N2C(=O)Nc1c(C)cccc1C (centres undefined) | -1% | 17% | x
Cc1ccc(NC(=O)CCc2c(C)nc3cc(-c4ccccc4)nn3c2C)cc1F | u | u | -6%
COc1cc(OC)c2c(-c3ccccc3)cc(=O)oc2c1C(CCN1CCOCC1)c1ccc2c(c1)OCO2 (centres undefined) | u | 15µM* | -8%&-18%
CCOC(=O)CCCCCN(Cc1ccccc1)S(=O)(=O)c1ccc([N+](=O)[O-])cc1 | -21% | -23% | -4%
CCN(CC)CCn1c2ccccc2c(=O)c2c(O)ccc(O)c21 | 21µM* | 7.3µM* | x
O=C(COC(=O)Cc1ccc(Cl)cc1)NCc1ccc2c(c1)OCO2 | 1% | 0% | 0%
Cc1nn(CCCC(=O)NCc2ccccc2Br)c(=O)c2c1sc1ccccc12 | -21% | -26% | -6%
CC1(C)CC(=O)CC(C)(C)N1OC(=O)c1ccncc1 | -7% | 5% | -2%
O=C(NCC1CCCO1)c1ccccc1-c1nc(-c2ccccc2)no1 (centres undefined) | -28% | 1% | 7%
Cc1ccc(C(=O)C[n+]2cc(Br)cc(Br)c2)cc1[N+](=O)[O-] | u | -25% | -5%
Cc1cc(C(c2nnnn2Cc2ccccc2)N2CCOCC2)c(C)n1-c1ccc2c(c1)OCO2 (centres undefined) | 16µM* | u | -6%
O=C(CNC(c1ccccc1)c1ccccc1)Nc1cc([N+](=O)[O-])ccc1Cl | 16µM* | 21µM* | -5%
N=c1oc2ccc3ccccc3c2cc1-c1nc(-c2ccccc2)cs1 | u | u | -2%
Cn1ncc(C#N)c1/N=C/N1CCOCC1 | -22% | -3% | -2%
COc1ccc(Cl)cc1C(=O)Nc1ccc2nc(Nc3cccc(Cl)c3)cc(C)c2c1 | 12µM* | 21µM* | -12%
CCN(CC)CCN1C(=O)C(=O)/C(=C(/O)c2cnn(-c3ccccc3)c2C)C1c1ccc(C)o1 (centres undefined) | -1% | -14% | -14%
Cc1cccc(NC(=O)[C@@H]2CCCN2S(=O)(=O)c2ccc(Cl)cc2)c1 | -25% | u | -5%
O=C(c1ccc(Cl)cc1)N1CCCC(c2ccccc2)=N1 | -8% | -7% | -11%
CC(C)(C)NC(=O)C(=O)N/N=C/c1ccc(F)cc1 | -16% | 10% | -4%
CC(CN1CCOCC1)OC(=O)/C=C/c1ccccc1 (centres undefined) | -12% | 31%[activator] | -5%
COc1ccc(OC(C)C(=O)NCc2nc(-c3cccc(C)c3)no2)cc1 (centres undefined) | u | u | 7%
COc1ccc2c(c1OC)C(=O)OC2n1c(O)c(N=NC(C)=O)c2ccccc21 (centres undefined) | -22% | -24% | -5%
COc1ccc(C(CNC(=O)c2ccc(S(=O)(=O)N3CCCC3)cc2)N(C)C)cc1OC (centres undefined) | 2% | u | -3%
Cc1ccc(S(=O)(=O)c2nc(S(C)(=O)=O)sc2N2CCC(C)CC2)cc1 | 15µM* | 15µM* | -4%
CCOC(=O)c1ccccc1NC(=O)COc1ccccc1 | -17% | -8% | -3%
COc1ccc(C(=O)Nc2cc(C)nn2-c2ccc(C)cc2)cc1 | -24% | u | -8%
CC1(C)Cc2nc3oc4c(N(CCO)Cc5ccccc5)ncnc4c3cc2CO1 | 21µM* | 21µM* | 3%
COc1ccc(OC)c(C(=O)Cn2c3[n+](c4ccc(C(F)(F)F)cc42)CCCCC3)c1 | 5.8µM* | 5.2µM* | -5%
COCCCN1C(=O)c2ccc(C(=O)OCC(=O)N(CCC#N)c3cc(C)cc(C)c3)cc2C1=O | -6% | 12% | -1%
Cc1nc2c(nc1C)C(=O)c1ccccc1C2=O | 4.6µM* | 3.7µM* | x
CCCCOc1ccc(C(=S)N2CCC(C(N)=O)CC2)cc1 | u | -22% | -2%
